# GPR151 activ: activates the human receptor GPR151. PathHunter beta-arrestin GPR151 cells, luminescence. activation, % at 11.2 µM. 650,000 compounds, 1% hits. AID 1508602; in the data active means activation above about 4.9%;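 further: 0% = median of compound wells and 100% = cells with positive control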
# Target sequence (Q8TDV0 whole entry, looked up): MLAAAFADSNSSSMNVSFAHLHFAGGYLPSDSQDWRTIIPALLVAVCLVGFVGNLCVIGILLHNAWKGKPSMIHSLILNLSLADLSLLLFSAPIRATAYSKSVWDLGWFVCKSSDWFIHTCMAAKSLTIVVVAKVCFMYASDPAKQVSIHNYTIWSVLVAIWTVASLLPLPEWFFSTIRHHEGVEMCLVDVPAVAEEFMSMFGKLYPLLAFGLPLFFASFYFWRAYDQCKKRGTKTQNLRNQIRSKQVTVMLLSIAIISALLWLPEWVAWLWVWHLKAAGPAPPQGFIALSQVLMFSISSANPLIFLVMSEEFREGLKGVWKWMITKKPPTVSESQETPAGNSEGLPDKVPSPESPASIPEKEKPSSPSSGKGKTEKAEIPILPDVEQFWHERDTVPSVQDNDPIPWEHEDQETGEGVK
# FBW7 activator: human FBW7 E3 ligase activation, primary screen | 650,000 compounds, 0.13% hits | AID 1259310 | normalized activity (activation), % at 26.1 µM | Q969H0 | AlphaScreen FBW7–phospho-cyclin E peptide binding, activator screen; in the data active means normalized activity above about 1.9%;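 further: purified mutant Fbw7 with reduced substrate affinity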
# MITF inh: blocks human microphthalmia-associated transcription factor; O75030; AlphaScreen MITF homodimerization, bead proximity signal; inhibition, % at 2.6 µM; 650,000 compounds, 0.91% hits; in the data active means inhibition above about 50%;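 further: 0% = vehicle wells with protein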
# Target sequence (O75030 whole entry, looked up): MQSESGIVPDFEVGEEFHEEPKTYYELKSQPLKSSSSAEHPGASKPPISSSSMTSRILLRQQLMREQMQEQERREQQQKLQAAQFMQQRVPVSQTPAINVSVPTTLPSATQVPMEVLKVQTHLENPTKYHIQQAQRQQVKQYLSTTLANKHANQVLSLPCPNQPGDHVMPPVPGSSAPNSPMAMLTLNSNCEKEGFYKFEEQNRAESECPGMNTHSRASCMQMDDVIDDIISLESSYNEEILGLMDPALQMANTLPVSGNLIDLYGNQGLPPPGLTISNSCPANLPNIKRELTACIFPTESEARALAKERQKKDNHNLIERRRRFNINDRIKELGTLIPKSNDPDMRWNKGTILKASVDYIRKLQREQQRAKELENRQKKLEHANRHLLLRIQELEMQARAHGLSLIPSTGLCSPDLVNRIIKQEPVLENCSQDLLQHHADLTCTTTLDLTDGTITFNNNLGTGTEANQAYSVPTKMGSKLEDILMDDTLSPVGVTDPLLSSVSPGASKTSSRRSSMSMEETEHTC
# TEAD-YAP block: TEAD-YAP interaction inhibition | HEK-TIYL cells, TEAD-Gal4/YAP UAS-luciferase luminescence | inhibition, % at 9.12 µM | 640,000 compounds, 1.4% hits | AID 1259422; in the data active means inhibition above about 32%;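 further: 0% = median of test compound wells and 100% = reference inhibitor wells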
# * hit, by the source's call. Not a hit list. Share with any hit: about 3.4%.
SMILES,GPR151 activ,FBW7 activator,MITF inh,TEAD-YAP block
CC(O)CSc1nc2c(c(=O)n(C)c(=O)n2C)n1Cc1cccc2ccccc12 (stereo not given),-0.3,0.0,-3,-10
Cc1sc(NC(=O)c2ccco2)c(CN2CCN(c3ccccn3)CC2)c1C,-0.4,0.2,16,-2
CC(C)CNC(=S)Nc1ccc(F)cc1,0.6,-0.1,3,-1
COc1ccc(Nc2cc(C(=O)NCc3ccccn3)c3ccccc3n2)c(OC)c1,0.0,-0.4,-25,-7
COc1ccc(C(=O)O/N=C(\N)CC(N)=O)cc1,-0.2,0.1,4,8
CCC(=O)Nc1ccc(C(=O)/C=C/c2ccc(OC)cc2)cc1,-0.7,0.0,10,-6
CC(Oc1ccc(Cl)cc1)C(=O)OCC(=O)c1ccccc1 (stereo not given),0.4,0.1,-12,2
COC(=O)c1nnn(-c2nc3ccccc3n2Cc2ccccc2)c1C(=O)OC,0.2,-0.1,-2,-5
COc1ccc(/C=N/Nc2nc3ccccc3s2)cc1,0.6,0.0,1,34*
NC(=O)c1ccc(-c2cccc(C(=O)Nc3ccc(Oc4ccccc4)cc3)n2)cc1,3.2,0.4,6,-6
O=C(Cn1cnc([N+](=O)[O-])n1)c1ccccc1,0.4,0.0,-6,8
Cc1ccc(C(=O)NC(=S)NCc2ccco2)cc1,0.8,-0.1,17,-6
COc1ccc(S(=O)(=O)n2nc(-c3ccccc3)cc2N)cc1,-0.8,-0.1,-8,10
O=C(N/N=C/c1ccc([N+](=O)[O-])cc1)c1cc(-c2ccco2)[nH]n1,2.0,0.0,1,16
O=C1CN(C(=O)c2cc(Cc3ccccc3Cl)no2)CCN1Cc1cccc(F)c1,-0.2,0.1,-20,-14
CC1(C)CC(NC(=O)c2ccccc2I)CC(C)(C)N1,1.9,-0.1,4,9
O=C(CN1CCN(c2ccc(Cl)cc2)CC1)NCc1ccccc1Cl,-1.0,0.3,5,0
N#Cc1ccccc1NC(=O)CNCC1CCCCC1,-1.1,-0.1,-4,3
CC(=O)Nc1nc(C(=O)Nc2ccc(CCC3CCN(C)CC3C)cc2)cs1 (stereo not given),0.4,0.1,-6,7
Cc1ccc(-c2nc(CS(=O)(=O)CC(=O)N3CCOCC3)c(C)o2)cc1,-0.1,-0.1,21,9

# Reformatted with values under each structure: 15 of the compounds above.
# Screens in order – GPR151 activ, FBW7 activator, MITF inh, TEAD-YAP block
CC(C)CNC(=S)Nc1ccc(F)cc1
    0.6, -0.1, 3, -1
COc1ccc(Nc2cc(C(=O)NCc3ccccn3)c3ccccc3n2)c(OC)c1
    0.0, -0.4, -25, -7
COc1ccc(C(=O)O/N=C(\N)CC(N)=O)cc1
    -0.2, 0.1, 4, 8
CCC(=O)Nc1ccc(C(=O)/C=C/c2ccc(OC)cc2)cc1
    -0.7, 0.0, 10, -6
CC(Oc1ccc(Cl)cc1)C(=O)OCC(=O)c1ccccc1 (stereo not given)
    0.4, 0.1, -12, 2
COC(=O)c1nnn(-c2nc3ccccc3n2Cc2ccccc2)c1C(=O)OC
    0.2, -0.1, -2, -5
COc1ccc(/C=N/Nc2nc3ccccc3s2)cc1
    0.6, 0.0, 1, 34*
NC(=O)c1ccc(-c2cccc(C(=O)Nc3ccc(Oc4ccccc4)cc3)n2)cc1
    3.2, 0.4, 6, -6
O=C(Cn1cnc([N+](=O)[O-])n1)c1ccccc1
    0.4, 0.0, -6, 8
Cc1ccc(C(=O)NC(=S)NCc2ccco2)cc1
    0.8, -0.1, 17, -6
COc1ccc(S(=O)(=O)n2nc(-c3ccccc3)cc2N)cc1
    -0.8, -0.1, -8, 10
O=C(N/N=C/c1ccc([N+](=O)[O-])cc1)c1cc(-c2ccco2)[nH]n1
    2.0, 0.0, 1, 16
O=C1CN(C(=O)c2cc(Cc3ccccc3Cl)no2)CCN1Cc1cccc(F)c1
    -0.2, 0.1, -20, -14
CC1(C)CC(NC(=O)c2ccccc2I)CC(C)(C)N1
    1.9, -0.1, 4, 9
O=C(CN1CCN(c2ccc(Cl)cc2)CC1)NCc1ccccc1Cl
    -1.0, 0.3, 5, 0

# New compounds follow
SMILES,GPR151 activ,FBW7 activator,MITF inh,TEAD-YAP block
CC(Oc1ccc(Br)cc1)C(=O)O/N=C(\N)c1ccc([N+](=O)[O-])cc1 (stereo not given),0.0,-0.2,-15,-8
Cc1cn[nH]c1C1CCCN(S(=O)(=O)C[C@]23CC[C@H](CC2=O)C3(C)C)C1 (stereo not given in full),-0.5,-0.1,1,10
Cc1ccc(CCNS(=O)(=O)c2ccc3c(c2)oc(=O)n3C)cc1,-0.1,0.3,17,8
Cc1cc(Cl)ccc1N(CC(=O)N1CCOCC1)S(=O)(=O)c1ccccc1,-0.1,0.8,12,-9
Cc1ccc(-c2cc(C(=O)N/N=C/c3cccc(O)c3)[nH]n2)cc1,1.3,-0.2,-7,35*
CCc1ccc(-c2c(C)sc(NC(C)=O)c2C(N)=O)cc1,-0.6,-0.1,-5,-21
Cc1ccccc1NC(=S)NCCN1CCOCC1,2.6,0.4,-1,2
CCCN(CCC)C(=O)Cn1ccc(=N)c2ccccc21,0.8,0.3,-5,3
COc1ccccc1/C=C1\SC(=O)N(CNc2cccc([N+](=O)[O-])c2)C1=O,0.7,0.2,6,1
CC(=O)/C(N=Nc1ccc(Cl)c([N+](=O)[O-])c1)=C(\C)O,-0.5,0.3,-3,5
c1cncc(-c2nc3c(c(N4CCOCC4)n2)CNCC3)c1,-1.7,0.3,13,-23
Cc1nc(CN(C)C(=O)CC2C(=O)NCCN2CCc2ccccc2)cs1 (stereo not given),-0.4,0.3,-9,-13
COC(=O)c1cc(NS(=O)(=O)Cc2ccc(Cl)cc2)cc(C(=O)OC)c1,-0.2,0.0,12,-5
O=C(Nc1ccc(Oc2ccc(Cl)cc2)cc1)c1cncc(Br)c1,1.4,0.0,7,5
O=C1CCCN1CCn1cnc2c(Nc3ccccc3)nc(Nc3ccc(C(F)(F)F)cc3)nc21,-0.4,0.5,9,-14
Cc1cnc(CNc2cc(-c3cncc(-c4ccccc4)c3)nc(C)n2)cn1,1.3,-0.2,0,46*
O=C(Cn1nc(-c2cccnc2)oc1=O)N1CCCC1,0.3,-0.1,3,3
COc1ccc(/C=C/CN2CCN(Cc3ccc(F)cc3)C(CCO)C2)cc1 (stereo not given),0.3,0.0,-3,8
COc1ccc(C2C=C(c3ccc(C)c(C)c3)Nc3ncnn32)c(OC)c1OC (stereo not given),0.9,0.1,7,12
Cc1cnc(C(=O)N2CCN(S(=O)(=O)c3ccc(F)c(F)c3F)CC2)cn1,1.0,-0.1,-2,3
CCc1ccc2oc(-c3ccc(C)c(NC(=O)/C=C/c4ccco4)c3)nc2c1,-0.4,0.3,11,-13
Cc1cc(N2C(=O)c3ccc(-c4nc5ccccc5c(=O)o4)cc3C2=O)ccc1Br,-0.3,0.6,8,7
O=C(CSc1ccc([N+](=O)[O-])cn1)Nc1cc(C(F)(F)F)ccc1N1CCOCC1,-0.1,-0.1,-6,-3
CC(=O)c1cccc(-c2cncc(C(=O)Nc3ccc(Oc4ccccc4)cc3)c2)c1,0.4,0.0,1,4
COc1cccc(CNC(=O)Nc2ccc(-c3cn[nH]c3)cc2N(C)CCN(C)C)c1,0.7,0.6,29,-2
Cn1cnc2c1c(=O)n(Cc1c(Cl)cccc1Cl)c(=O)n2C,1.1,0.1,10,-6
CCCCOc1cccc(C(=O)NNC(=O)Nc2ccc(OC)c(OC)c2)c1,-1.6,0.1,-1,-3
COc1ccc(Br)c(C(=O)Nn2c(-c3cccc(Cl)c3)nc3ccccc3c2=O)c1,1.6,-0.1,-6,3
COc1ccc(CN2CCCC(C)C2)cc1Br (stereo not given),0.4,0.0,-10,-3
C#CCOc1c(Cl)cc(C2C(C(=O)OCC)=C(C)NC3=C2C(=O)c2ccccc23)cc1OC (stereo not given),0.5,0.0,-6,7
O=C(NCC1CCCN(Cc2cc(Cl)ccc2O)C1)c1cccnc1 (stereo not given),2.7,0.1,36,2
Cc1ccc(C)c(/C(=C2/OC(=O)c3ccccc32)[N+](=O)[O-])c1,-0.6,0.1,3,8
Fc1ccc(NC(=S)NNC(=S)NCC2CCCO2)c(F)c1 (stereo not given),-2.1,-0.2,3,-11
O=C(CN1CCN(Cc2ccccc2F)C1=O)NCCN1CCOCC1,2.4,0.1,-2,0
Cc1cc(=O)oc2c(C)c(O)ccc12,0.0,0.0,6,6
CCOC(=O)C(=O)Nc1c(C(=O)Nc2cccc(F)c2)oc2ccccc12,-0.4,-0.1,2,-17
Oc1[nH]c2ccccc2c1N=Nc1ccccn1,-2.1,-0.3,7,-34
COc1ccc(C2Nn3c(nnc3-c3ccccc3)SC2C(=O)NCC(C)C)cc1 (stereo not given),-0.2,-0.1,-12,-4
Cc1cccc(C(=O)NC(=S)Nc2cccc(-c3nc4ncccc4o3)c2)c1,-0.4,0.3,9,-23
O=C1c2cccc3c2[C@H](CCC3)CN1[C@@H]1CN2CCC1CC2,1.8,-0.1,6,20
NC(=O)CN1CCCN(S(=O)(=O)c2ccc(Br)cc2)CC1,0.9,0.1,4,2
COC(=O)C(CCSC)NCC(=O)Nc1ccc(C)c(C)c1 (stereo not given),3.0,0.2,50,1
O=C(O)c1nc(/N=C/c2ccc(C#Cc3ccccc3)cc2)n[nH]1,0.0,-0.1,-9,-27
CNc1nc2c(c(=O)[nH]c(=O)n2C)n1CC(O)CO (stereo not given),1.9,0.1,-1,1
C[C@H](O)[C@H]1NC(=O)[C@H]2CN(C(=O)c3cc(F)cc(F)c3)CCN2C1=O,0.6,-0.2,2,-5
COc1cc(OC)cc(C(=O)Oc2cccc(NC3=NS(=O)(=O)c4ccccc43)c2)c1,1.1,-0.1,6,-2
O=C(CC1(O)C(=O)N(CCc2ccccc2)c2ccccc21)c1ccc(F)cc1 (stereo not given),1.3,0.1,-3,6
COc1ccc(/C=C/C(=O)Nc2nc3c(s2)C(=O)CC(C)(C)C3)cc1OC,0.7,0.4,0,-3
CCCNC(=O)c1cnc(Nc2ccc3ncccc3c2)s1,0.9,-0.1,-1,-38
C=CCN(CC(O)CN1c2ccccc2Sc2ccccc21)c1ccccc1 (stereo not given),0.9,-0.1,-8,5
# Later entries.
SMILES,GPR151 activ,FBW7 activator,MITF inh,TEAD-YAP block
COc1ccc(C(=O)Nc2ccccc2F)cc1I,0.7,0.0,14,-21
COc1ccc(C(=O)Nc2ccc(-c3nc4cc(C)ccc4o3)cc2)cc1,0.6,0.1,11,12
CCSc1nnc(NC(=O)c2cc(C)on2)s1,1.0,-0.2,-5,-7
COC(=O)c1cc(NC(=O)C23CCC(C)(C(=O)O2)C3(C)C)cc(C(=O)OC)c1 (stereo not given),0.6,-0.1,-4,5
COCCCNC(=O)/C(C#N)=C/c1ccc(OCC(=O)O)c(OC)c1,-0.3,-0.3,62*,10
C=CCOc1ccccc1CN1CCc2nnc(CCNC(=O)C3CCCCC3)n2CC1,2.0,-0.1,-9,3
Cc1noc(C(=O)NCc2ccccc2)c1Cl,-1.4,-0.1,-7,-3
CC1CCc2c(sc(NC(=O)c3ccccc3Br)c2C(N)=O)C1 (stereo not given),0.2,0.1,3,-16
CC(SCc1nc2sc3c(c2c(=O)[nH]1)CCCC3)C(=O)O (stereo not given),-1.4,0.5,18,1
O=C(O)CNC(=S)N(Cc1ccccc1F)C1CCCCC1,-1.1,0.8,-2,-9

# Laid out differently: results already given.
SMILES	GPR151 activ	FBW7 activator	MITF inh	TEAD-YAP block
COc1ccc(C(=O)Nc2ccc(-c3nc4cc(C)ccc4o3)cc2)cc1	0.6	0.1	11	12
CCSc1nnc(NC(=O)c2cc(C)on2)s1	1.0	-0.2	-5	-7

# Later entries
SMILES,GPR151 activ,FBW7 activator,MITF inh,TEAD-YAP block
C[C@@H]1CN(C(=O)c2nc3sccn3c2CNCC(C)(C)N2CCOCC2)C[C@H](C)O1,-0.1,0.1,9,4
CCC(=O)Oc1ccc(NC(=O)c2ccc(S(=O)(=O)N3CCCC3)cc2)cc1,1.9,0.3,12,-4
CC(C)NC(=O)c1cc(-c2ccc3c(c2)OCO3)on1,-1.0,-0.1,-3,-12
CCOc1cccc(-c2nc(C(N)=O)c3[nH]c(=O)n(-c4ccc(Cl)cc4)c3n2)c1O,-0.5,1.5,14,3
Cc1ccc(NC(=O)c2cccc(Br)c2)c(C(=O)O)c1,-5.8,0.0,5,5
O=C(NCCc1nnc2n1CCN(Cc1ccccc1Cl)CC2)C1CCOCC1,1.9,-0.1,-13,3
CC1=C(C(N)=O)C(c2cccc(Cl)c2Cl)n2ncnc2N1 (stereo not given),-2.2,0.3,22,-1
CCOc1ccccc1NC(=O)CCCc1ccccc1,1.4,0.2,2,-2
COC(=O)CN1C(=O)/C(=C\c2sccc2C)SC1=S,-4.3,-0.1,-1,4
C=CCOC(=O)COc1ccc2c(C)cc(=O)oc2c1,0.3,0.1,37,9
Cc1cc(S(=O)(=O)NC2CCCCC2)c(C)s1,0.5,0.1,6,9
CCOC(=O)Cc1csc(NC(=O)COc2ccccc2)n1,0.6,0.0,0,-7
O=C(CSc1ccccc1)Nc1ccccc1C(=O)O,-2.9,0.1,11,-2
O=C(CCSc1nc(-c2ccco2)cc(C(F)(F)F)n1)NCc1ccccn1,1.7,0.1,-3,4
O=C(CCC(=O)N1CCOc2ccccc21)NCc1cccs1,-0.7,0.2,2,1
Cc1ccc(S(=O)(=O)Nc2cccc(NS(=O)(=O)c3ccc(C)cc3)n2)cc1,-0.3,-0.1,0,2
C=CCN(c1ccccc1)S(=O)(=O)c1ccc(F)c(C(=O)Nc2ccc(Br)cc2)c1,-1.2,0.1,-1,6
O=[N+]([O-])c1ccc(N2CCN(c3ccc(Cl)nn3)CC2)cc1N1CCOCC1,-1.3,0.3,3,12

# Screening results as filed in PubChem BioAssay.
